# Screening data deposited in PubChem BioAssay by National Center for Advancing Translational Sciences (NCATS).
# AT treatment: potential ataxia-telangiectasia treatments restoring KAP-1 phosphorylation | […] A-T fibroblasts, KAP-1 phosphorylation AlphaLISA; neocarzinostatin DNA damage 30 min before lysis | Potency, µM (highest dose often 57.5 µM), for the others: at the top dose activation, usual class: activators | actives 0.19% (n = 320,000) | AID 485349; further: potency means the concentration at half of the fitted maximal effect; % of control where 0% means no effect; nearly all actives have a fitted effect of over 45% in size
#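 hTERT-immortalized A-T patient fibroblasts ([…]), 500 cells/well in OPTI-MEM, 1% FBS, got compounds for 60 min, then NCS for 30 min at 37C. Lysates were then assayed for phospho-KAP-1 by AlphaLISA (anti-pKAP1 donor, anti-KAP1 acceptor beads), 6 hr at 25C.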
# ASM inhibitor: human S-ASM enzyme inhibition. P17405. placental ASM, HMU-PC fluorogenic substrate, 60 min. Potency, µM (highest dose often 57.5 µM), for the others: at the highest dose activity change, negative = inhibition, most hits filed as inhibitors. actives 0.006% (n = 340,000); further: potency means the concentration at half of the fitted maximal effect
# Target sequence (P17405 47-631 limits assumed): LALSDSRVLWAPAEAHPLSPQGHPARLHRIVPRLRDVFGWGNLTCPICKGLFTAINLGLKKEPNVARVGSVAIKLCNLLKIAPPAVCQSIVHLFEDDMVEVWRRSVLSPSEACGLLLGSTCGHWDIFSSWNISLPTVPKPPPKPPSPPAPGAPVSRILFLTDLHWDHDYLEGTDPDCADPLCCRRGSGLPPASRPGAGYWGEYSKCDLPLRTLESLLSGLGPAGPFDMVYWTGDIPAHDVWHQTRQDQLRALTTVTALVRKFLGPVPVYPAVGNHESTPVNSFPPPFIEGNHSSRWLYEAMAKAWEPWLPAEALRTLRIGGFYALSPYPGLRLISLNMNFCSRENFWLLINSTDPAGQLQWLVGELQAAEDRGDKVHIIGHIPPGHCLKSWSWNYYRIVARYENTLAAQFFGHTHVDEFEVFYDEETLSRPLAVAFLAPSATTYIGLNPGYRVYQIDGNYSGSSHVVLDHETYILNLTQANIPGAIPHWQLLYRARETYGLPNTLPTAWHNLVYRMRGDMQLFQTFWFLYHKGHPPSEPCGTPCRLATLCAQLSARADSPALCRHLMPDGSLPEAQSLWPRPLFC
#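 HMU-PC0 cleavage (9 uM final) by human placental ASM, 60 min at 37 °C following 10 min compound exposure at RT; stopped at pH 10, fluorescence Ex 386/Em 447 nm.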
# TCR act: T cell receptor activation. AID 504894. Potency, µM (titrated, usually from 9.22 µM), for the others: at the top dose activation of IL-2 secretion, most hits filed as activators. primary human leukocytes, anti-CD3, IL-2 HTRF, 48 h. 330,000 tested, under 10 active; further: % of control where 0% means no effect
#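 TCR engagement came from a-CD3 beads alone, with compounds added to primary human leukocytes for 48 hr. Secreted IL-2 bridged europium cryptate- and d2-labelled anti-IL-2 antibodies, giving FRET emission at 665nm after 320nm excitation.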
# PTAP TSG101 blk: blocks PTAP/TSG101 interaction to inhibit HIV-1 budding | Fluorescence polarization, FITC-PTAP peptide / Tsg101 binding | Potency, µM (titrated, usually from 115 µM), inactives show at the top dose activity change, negative = inhibition, usual class: inhibitors | Q99816 | 340,000 tested, under 10 active; active means well fitted inhibition curve with a large enough effect in the main read-out, with a control signal flat, not every such curve was filed as active; inconclusive means small, poorly fitted or top-dose-only effect, or effect the other way, or a change in a side signal; inactive means no such curve, though single readings can be large or run the other way; further: potency means the concentration at half of the fitted maximal effect; % of control where 0% means no effect
# Target sequence (Q99816 whole entry, looked up): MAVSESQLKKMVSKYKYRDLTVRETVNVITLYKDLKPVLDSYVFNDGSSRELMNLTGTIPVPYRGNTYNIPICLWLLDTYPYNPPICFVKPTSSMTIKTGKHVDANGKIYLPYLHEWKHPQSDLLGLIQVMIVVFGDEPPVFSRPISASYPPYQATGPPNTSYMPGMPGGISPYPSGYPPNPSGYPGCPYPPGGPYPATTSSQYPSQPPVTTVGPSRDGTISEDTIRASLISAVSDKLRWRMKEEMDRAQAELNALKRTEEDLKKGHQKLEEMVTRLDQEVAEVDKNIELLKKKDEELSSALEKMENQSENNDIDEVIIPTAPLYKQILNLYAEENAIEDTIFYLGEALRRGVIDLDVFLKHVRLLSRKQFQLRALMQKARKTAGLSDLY
#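 Fluorescence polarization binding of Tsg101 binding domain (10 uM final) to FITC-labeled PTAP peptide (50 nM final) in HEPES pH 7.5 buffer with NaCl, Tween 20, EDTA, TCEP. Compounds added before peptide; binding 20 min at RT.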
# Chronic BCR inh: chronic active BCR signaling inhibition. ABC-DLBCL IkBa-CBG/CBR reporter, luminescence ratio, 4 h. actives 0.05% (n = 340,000). Potency, µM (highest dose often 46.1 µM), for inactives: top-dose ratio change, negative = lower green/red ratio, hits mostly inhibitors. AID 493014; active means well fitted inhibition curve with a large enough effect in the signal ratio, with a control signal flat, not every such curve was filed as active; inconclusive means small, poorly fitted or top-dose-only effect, or effect the other way, or a change in a side signal; the % refers to the signal ratio;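 further: potency means the concentration at half of the fitted maximal effect; plate controls were basal doxycycline-induced cells for no effect and cells given 10 µM MG132 for full effect; MG132 reads +100%, hits lower the ratio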
#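 Cell line TMD8 (human ABC DLBCL), stably expressing tet-inducible CBG68-IkBa fusion and CBR; IMDM/0.5% FBS; cpd up to 46 uM; dox induction, 4 h, 37C/5% CO2; dual luminescence; green/red ratio; MG132 control.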
# Mito fusion yeast: inhibitors of mitochondrial division or activators of mitochondrial fusion; Potency, µM (highest dose often 46.1 µM), inactives show at the highest dose growth rescue (activation), hits mostly activators; actives 0.23% (n = 320,000); S. cerevisiae fusion-defective mutant growth rescue, CellTiterGlo 48 h;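 further: potency means the concentration at half of the fitted maximal effect; % of control where 0% means no effect; nearly all actives have a fitted effect of over 45% in size; temperature-sensitive fusion mutants such as fzo1-1 at 37 °C on non-fermentable ethanol glycerol medium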
#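 S. cerevisiae fusion-defective temperature-sensitive mutants (e.g. fzo1-1, mgm1-5) grown 48 h at 37C in YPEG (ethanol/glycerol non-fermentable) medium with 23 nl compound per well; growth rescue read as CellTiterGlo luminescence.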
# Tb PFK inh: T. brucei PFK enzyme inhibition. T. brucei PFK, ADP-Glo luminescence. Potency, µM (doses to about 57.5 µM), for the others: at the top dose activity, negative = inhibition, hits mostly inhibitors. actives 0.17% (n = 330,000);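 further: potency means the concentration at half of the fitted maximal effect; 0% = uninhibited 1x PFK enzyme wells and -100% = no-enzyme wells; nearly all actives have a fitted effect of over 60% in size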
#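 ADP-Glo luminescence quantified ADP after 45 min at room temperature, with 1.25 nM T. brucei PFK, 0.1 mM ATP and 0.5 mM fructose-6-phosphate in pH 8.0 TEA buffer. qHTS titrations up to 57 µM; curves classified by quality.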
# Eya2 phos inh: Eya2 (human) phosphatase inhibition. O00167. recombinant Eya2, OMFP fluorescence dephosphorylation (OMFP is methylfluorescein phosphate). Potency, µM (series often up to 76.9 µM), without a hit: at the highest dose activity, negative = inhibition, most hits filed as inhibitors. actives 0.006% (n = 330,000). AID 488837; further: potency means the concentration at half of the fitted maximal effect; on the % scale 0 is the no-effect control and ±100 the full control effect
#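 Eya2 protein (added as 0.2 uM solution) was preincubated with compound for 10 min at ambient temperature in 50 mM HEPES pH 7.5, 50 mM NaCl, 5 uM MgCl2, 0.05% BSA, 1 mM DTT. OMFP (added at 50 uM) then reacted 10 min; fluorescence read at 485/525 nm.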
# ELG1 repair inh: inhibitors of ELG1-dependent DNA repair in HEK293T cells; HEK293T ELG1-luciferase reporter, luminescence, 16 h; DNA damage induced by 5-fluorouridine; Potency, µM (titrated, usually from 46.1 µM), for the others: at the highest dose activity change, negative = inhibition, actives largely listed as inhibitors; actives 2.3% (n = 330,000); AID 504467; further: potency means the concentration at half of the fitted maximal effect; on the % scale 0 is the no-effect control and ±100 the full control effect; nearly all actives have a fitted effect of over 55% in size
#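 Cells (2,000 per well) received 5-fluorouridine plus test compound or DMSO and were incubated 16 hr at 37 °C, 5% CO2. Luciferase activity was read by luminescence 30 min after ONE-Glo addition; signal suppression marked inhibition of damage-induced ELG1 function.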
# TSHR antagonist: blocks TSH signaling through the human TSH receptor. activity change, negative = inhibition, % at 11.5 µM. P16473. actives 0.2% (n = 330,000). AID 504810. TSHR-expressing cells, TSH-stimulated cAMP HTRF, 2 h; hits give low values;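 active means activity change below a set negative limit, meaning inhibition stronger than a set level, cut at about -70% in these data; inconclusive means activity change between two set negative limits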; further: on the % scale 0 is the no-effect control and ±100 the full control effect
#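 Inhibition of cAMP made by TSHR-expressing cells under TSH stimulation (4nM final, EC80; 2 h, 37 deg C) is quantified with a one-step lysis HTRF kit, anti-cAMP cryptate versus cAMP-d2.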
# Integrin act MD: integrin-mediated muscular dystrophy alleviation activation. alpha7betagal myoblasts, beta-gal FDG fluorescence, 48 h. Potency, µM (doses to about 38.3 µM), inactives show top-dose activation, hits mostly activators. actives 0.064% (n = 350,000). AID 624291;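 further: potency means the concentration at half of the fitted maximal effect; 100% = response of the positive control SU9516; nearly all actives have a fitted effect of over 60% in size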
#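 alpha7betagal+/- myoblasts (passage 13, 250/well) treated 48 h at 37C with compounds at 1:260 dilution of DMSO stock. Lysed, then beta-galactosidase activity read as FDG fluorescence (ex 480/em 540) after 30 min, with pre-read for autofluorescence.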
# Starred values were filed as active, the others as inactive; ? = inconclusive; . = no result given; [ ] = remark or other dose. Unless noted, the call rests on the fitted dose curve; in most records, active means well fitted curve in the direction sought with a large enough effect; inconclusive means small, poorly fitted or top-dose-only effect, or another doubt; inactive means no such curve, though single readings can be large; an effect the other way counts as inactive or inconclusive.
SMILES,AT treatment,ASM inhibitor,TCR act,PTAP TSG101 blk,Chronic BCR inh,Mito fusion yeast,Tb PFK inh,Eya2 phos inh,ELG1 repair inh,TSHR antagonist,Integrin act MD
Cc1ccc(CNC(=O)C2c3ccccc3C(=O)N3CCc4ccccc4C23)o1 (configuration not stated),-1.7%,-0.2%,8.8%,-5.3%,-4.4%,1.5%,-7.4%,-11.4%,-6.4%,2.0,-26.0%
Cc1ccc(C2NC(=S)NC3=C2C(=O)CC(C)(C)C3)cc1 (configuration not stated),-5.3%,14.9%,0.8%[46.1 µM],-5.7%,1.3%,-4.1%,0.0%,0.3%,4.0%,14.8,-17.2%
CCC(=O)Nc1ccc2c(c1)ncn2-c1ccccc1C,2.9%,-2.0%,-5.7%,0.3%,?,0.9%,1.2%,-5.2%,-16.8%,-5.1,?
O=S(=O)(NC1CC1)c1ccc(S(=O)(=O)N(Cc2ccccn2)C2CC2)cc1,6.7%,0.9%,-38.8%,-3.0%,?,-0.4%,-2.2%,11.8%,-2.7%,0.3,-11.1%
CSc1cccc(-c2nnc(NC(=O)c3cccc(N4C(=O)CCC4=O)c3)o2)c1,5.3%,0.8%,4.4%,-5.6%,-9.1%,0.8%,-17.6%,3.7%,0.6%,7.4,11.7%
Cc1c(OCC(=O)N2CCC(C(=O)NCCCC(=O)O)CC2)ccc2c1oc(=O)c1ccccc12,2.1%,-6.7%,-2.7%,-1.4%,?,-8.8%,8.7%,-6.9%,?,0.5,-1.5%
O=C(NCc1ccccc1)C12CN(Cc3ccccc3)CC1C(c1cccc([N+](=O)[O-])c1)=NO2 (configuration not stated),3.9%,0.9%,-3.0%,-0.1%,2.1%,13.7%,2.4%,5.5%,?,-12.6,23.3%
Cc1ccc(S(=O)(=O)N(C)C)cc1NC(=O)CSc1nncs1,-8.6%,-2.1%,0.5%,0.0%,-3.5%,-7.5%,-5.0%,-21.9%,0.9%,6.1,21.5%
COC(=O)Cc1[nH]n(-c2nc3ccccc3s2)c(=O)c1C(C)=Nc1ccc(C)cc1,10.0%,0.9%,.,0.0%,?,-5.4%,2.5%,-5.5%,4.0%,-6.8,-35.6%
O=C(CCN1C(=O)c2ccccc2C1=O)Nc1ccncc1,27.2%,0.9%,0.8%,-2.6%,-0.7%,-5.3%,1.0%,-9.2%,0.0%,23.9,1.2%
CN(Cc1ccccc1F)C(=O)CN1C(=O)NC2(CCc3ccccc32)C1=O (configuration not stated),-7.1%,-0.3%,1.7%,-1.8%,2.4%,-5.8%,-9.0%,15.4%,3.1%,5.3,16.7%
CC(C)CN1C(=O)c2ccc(C(=O)Nc3ccccn3)cc2C1=O,5.0%,2.0%,-5.7%,-5.6%,?,6.9%,2.3%,7.0%,?,-2.4,?
NC(=O)[C@H](Cc1cc2ccccc2s1)NC(=O)[C@@H]1CC2(CC(c3cccc(NC(=O)[C@@H]4CCC(=O)N4)c3)=NO2)CN1C(=O)c1ccccc1 (some centres not stated),1.8%,-3.7%,-1.7%,-4.8%,-2.5%,-1.3%,9.6%,6.5%,3.1%,8.7,23.7%
Cn1nc(C(F)(F)F)c(C#N)c1N1CCN(c2ccccn2)CC1,4.1%,1.7%,-6.3%,-0.5%,11.4%,1.7%,6.4%,-14.3%,?,8.3,?
O=C(COC(=O)Cc1ccc(S(=O)(=O)N2CCCCC2)s1)Nc1ccc2c(c1)OCO2,15.2%,-2.4%,-3.0%,-5.8%,?,2.5%,0.5%,2.1%,-4.9%,-27.3,-21.6%
O=C(NCc1ccccc1)c1nc(-c2cccs2)no1,0.3%,-2.0%,0.2%,1.2%,1.9%,-0.5%,-7.9%,-2.2%,?,-4.8,-10.4%
COC(=O)c1ccc(N2C(=O)C3CC=CC(C)C3C2=O)cc1 (configuration not stated),-2.6%,0.8%,-4.1%,-6.5%,1.0%,2.4%,0.8%,-16.6%,7.4%,0.5,-1.6%
CCn1c2ccccc2c2cc(NC(=O)c3cc(C)on3)ccc21,5.6%,-5.5%,8.0%,-2.2%,15.3%,3.4%,8.9%,1.4%,?,-21.4,-7.3%
CC(C)N(C(=O)Cn1cc(S(=O)(=O)CC(=O)NCc2ccc(F)cc2)c2ccccc21)C(C)C,10.3%,-0.3%,-5.7%,0.6%,14.2%,-2.2%,-0.8%,-8.6%,6.9%,-2.4,-14.4%
CC(=O)NC(CSC(CC(=O)c1ccco1)c1ccc(C)cc1)C(=O)O (configuration not stated),6.9%,8.0%,2.0%,-3.4%,-27.2%,4.5%,-2.7%,10.3%,?,7.1,?
O=C(COC(=O)c1cc(NS(=O)(=O)c2cccs2)ccc1O)Nc1ccccc1,27.3%,-10.8%,-3.8%,-10.4%,-14.8%,2.6%,2.9%,?,-5.6%,4.8,7.6%
Cc1ccc(S(=O)(=O)N(CC(=O)NCc2cccs2)c2ccccc2)cc1,15.8%,-2.7%,1.6%,-2.2%,?,12.4%,-2.9%,11.1%,-8.2%,.,5.9%
CCCOC(=O)C1=C(C)NC2=C(C(=O)CC(C)(C)C2)C1c1ccc(N(C)C)cc1 (configuration not stated),.,25.8%,1.3%,-1.4%,3.2%,0.9%,-0.7%,-8.4%,?,30.8,-4.2%
CC(C)C[C@H](NC(=O)NCc1ccc(F)cc1)C(=O)O,0.3%,2.1%,-0.2%,-1.1%,9.3%,2.3%,-2.9%,-6.8%,?,9.2,-4.5%
COc1cc(CNCc2cc(OC)ccc2OC)cc(OC)c1,3.4%,3.4%,-2.7%,-3.3%,-6.1%,-0.1%,-2.5%,2.9%,-12.6%,4.5,14.3%

# Following part.
SMILES,AT treatment,ASM inhibitor,TCR act,PTAP TSG101 blk,Chronic BCR inh,Mito fusion yeast,Tb PFK inh,Eya2 phos inh,ELG1 repair inh,TSHR antagonist,Integrin act MD
Cc1ccc(NC2CCCN(C(=O)CCc3cn[nH]c3)C2)cc1C (configuration not stated),11.0%,0.4%,-2.2%,-1.5%,-1.2%,0.0%,-1.5%,13.6%,-1.7%,10.7,-7.8%
COc1ccc(OCCCC(=O)N2CCN(S(=O)(=O)c3cccc(F)c3)CC2)cc1,-1.7%,-0.9%,0.7%,-6.1%,0.2%,4.6%,8.4%,-7.1%,-21.5%,-3.5,-3.5%
CS(=O)(=O)N1CCC(C(=O)Nc2cccc(Cl)c2)CC1,0.3%,1.1%,1.4%,-0.6%,9.5%,2.8%,-3.3%,9.6%,-21.1%,6.8,-17.1%
CCn1c(C)cc(O)c(C(=O)Nc2cccc(Cl)c2)c1=O,0.5%,-1.4%,-1.1%,-2.3%,-0.7%,0.4%,5.7%,-5.5%,?,9.7,12.6%
COc1ccc(N2CCN(C(=O)CNC(=O)c3cn(-c4ccccc4OC)c(=O)c4ccccc34)CC2)cc1,-9.4%,-2.7%,4.8%,0.7%,?,6.4%,-3.7%,7.4%,-18.0%,12.8,-10.3%
Cc1ccc(C)c(N(C(=O)CS(=O)CC(=O)Nc2ccc3c(c2)OCO3)C(C)C(=O)NC2CCCC2)c1 (configuration not stated),.,-1.6%,7.3%[46.1 µM],-5.6%,-7.5%,-4.4%,8.1%,0.4%,-2.9%,-3.5,4.3%
O=C(O)c1ccccc1C(=O)NCCCCCCNC(=O)c1ccccc1C(=O)O,-4.7%,2.7%,.,1.0%,5.8%,3.5%,-2.0%,-16.6%,-3.4%,1.7,-23.2%
Cc1cc(C)nc(SCCC(=O)Nc2ccccc2)n1,0.8%,1.8%,-1.2%,-2.1%,-7.6%,-1.8%,-8.2%,8.7%,6.3%,-2.9,11.5%
CCOC(=O)c1cc(C)nc(SC)c1C#N,-5.3%,-1.4%,-0.4%,-4.1%,?,6.0%,1.7%,16.0%,-21.2%,12.1,-37.5%
